# Assay outcomes (PubChem BioAssay)
# FLuc modulator = qHTS profiling assay for firefly luciferase inhibitor/activator using purifed enzyme and Km concentrations of substrates (counterscreen for miR-21 project); Luciferin 4-monooxygenase (Photinus pyralis), P08659; purified FLuc, Km substrates, luminescence inhibition; Potency, µM (series often up to 57.5 µM), inactives show top-dose activity change, negative = inhibition, actives largely listed as inhibitors; hit rate 6.9% among 360,000; AID 588342, 2011; active means well fitted inhibition curve with a large enough effect; inconclusive means small, poorly fitted or top-dose-only effect;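 further: plate controls were vehicle for no effect and reference inhibitor for full effect; nearly all actives have a fitted effect of over 55% in size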
# Target sequence (P08659 whole entry, looked up): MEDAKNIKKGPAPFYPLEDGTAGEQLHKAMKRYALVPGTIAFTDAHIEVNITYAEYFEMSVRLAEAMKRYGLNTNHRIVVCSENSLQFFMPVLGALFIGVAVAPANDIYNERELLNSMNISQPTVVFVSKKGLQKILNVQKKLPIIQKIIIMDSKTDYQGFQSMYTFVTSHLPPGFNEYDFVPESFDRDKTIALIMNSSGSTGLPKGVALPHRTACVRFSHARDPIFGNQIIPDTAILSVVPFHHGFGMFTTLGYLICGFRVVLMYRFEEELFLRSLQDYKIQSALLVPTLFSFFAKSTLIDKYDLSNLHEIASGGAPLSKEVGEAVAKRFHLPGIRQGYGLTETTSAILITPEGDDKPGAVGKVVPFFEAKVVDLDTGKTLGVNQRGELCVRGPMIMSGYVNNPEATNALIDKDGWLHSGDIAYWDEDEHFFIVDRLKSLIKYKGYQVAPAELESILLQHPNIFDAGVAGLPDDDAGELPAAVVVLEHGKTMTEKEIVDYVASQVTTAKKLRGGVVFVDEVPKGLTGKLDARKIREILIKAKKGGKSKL
#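 Purified P. pyralis luciferase (10nM final) with 10uM D-luciferin and 10uM ATP (Km levels) in 50mM Tris acetate pH 7.5, 10mM Mg acetate, 0.01% Tween-20, 0.05% BSA; qHTS 6-point titration, ~60 µM downward; luminescence read.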
# * marks the source's active call; other numbers are inactive results; ? = inconclusive. Potency means the concentration at half of the fitted maximal effect. A portion of the library. The share of hits here may be higher or lower than overall.
no.	structure	FLuc modulator
1	CCN(c1ccccc1)c1nnc(NC(=O)Nc2cccc(Cl)c2C)s1	4%
2	Cc1cc(C)cc(NC(=O)C(=O)NCC(c2ccc3c(c2)OCO3)N2CCN(C)CC2)c1 (centres undefined)	2%
3	CCC(C)NC(=O)Cn1ccc2cc(S(=O)(=O)N3CCCCC3)ccc21 (centres undefined)	6%
4	Nc1c(-c2nc(-c3ccccc3Cl)no2)nnn1-c1ccccc1C(F)(F)F	0%
5	CC1=C(C(=O)OC2CCCCCC2)C(c2cccc(Cl)c2)CC(=O)N1 (centres undefined)	-7%
6	CCOC(=O)c1c(C)[nH]c(C)c1S(=O)(=O)N(C)CC(=O)N1CCN(c2cccc(C)c2C)CC1	3%
7	COc1cccc(C(=O)NCC(c2ccc3c(c2)OCO3)N2CCOCC2)c1 (centres undefined)	0%
8	CCC(=O)N1CCc2cc(Br)cc(S(=O)(=O)CCC(=O)Nc3cccc(C)c3C)c21	1%
9	CC1=C(C(=O)NCc2ccc(C)cc2)C2(CCCCC2)OC1=O	-8%
10	COc1ccc(-c2nc3c4cnn(-c5ccccc5F)c4ncn3n2)cc1	?
11	O=c1c2c3c(sc2nnn1Cc1ccc(Br)cc1)CCCC3	0%
12	CCN(CC)c1nc2c(S(=O)(=O)c3ccc(C)cc3)nnn2c2ccsc12	-9%
13	COc1ccc(-c2cn3c(n2)sc2cc(C(=O)NC(C)C45CC6CC(CC(C6)C4)C5)ccc23)cc1 (centres undefined)	-3%
14	COc1cccc(NC(=O)CCN2CCN(c3ccccc3)CC2)c1	2%
15	CCCNC(=O)CSc1c2c(nc3ccc(Cl)cc13)CCCC2	5%
16	Cc1ccc(Cl)cc1N1CCN(C(=O)c2ccc3c(c2)N(Cc2ccccc2F)C(=O)c2ccccc2S3=O)CC1 (centres undefined)	0%
17	Cc1cccc(N2CCN(C(=O)c3cnc(N4CCCC4)nc3C)CC2)c1C	2%
18	Cc1cc(C)cc(NS(=O)(=O)c2ccc(N3CCCCS3(=O)=O)cc2)c1	-10%
19	Cc1ccc(N2CCN(C(=O)c3cn(C)c4ccc(S(=O)(=O)N5CCC(C)CC5)cc4c3=O)CC2C)cc1 (centres undefined)	-3%
20	CCOc1ccc(OCC)c(NC(=O)Cn2ncc3c4ccccc4n(Cc4ccccc4)c3c2=O)c1	-10%
21	CCCCc1nn2c(=O)cc(COC(=O)c3cccs3)nc2s1	?
22	O=C(Nc1ccc2nc(SCCOc3ccccc3Cl)sc2c1)c1cccs1	-2%
23	CCc1ccccc1NC(=O)CN(c1ccccc1OC)S(=O)(=O)c1ccc(C)cc1	-8%
24	CCOC(=O)c1ccc(N2CCN(c3ccccc3F)CC2)c(NC(=O)Nc2ccc(Cl)c(Cl)c2)c1	0%
25	COCCCNC(=O)C1CCC(Cn2c(=O)c3sccc3n(Cc3ccc(F)cc3)c2=O)CC1 (centres undefined)	-2%
26	Cc1ccc(S(N)(=O)=O)cc1NC(=O)c1c(-c2c(Cl)cccc2Cl)noc1C	0%
27	Cc1ccc(N2C(=O)N(Cc3cc(=O)n4ccccc4n3)c3ccccc3S2(=O)=O)cc1Cl	0%
28	COc1ccc(-c2nc(Cn3c(SCc4cccc(F)c4)nc4cccnc43)c(C)o2)cc1	?
29	Cc1ccc2cc(CN(C(=O)c3cccc(Cl)c3)c3ccccc3)c(=O)[nH]c2c1	-2%
30	COc1cc(Cl)c(C)cc1NC(=O)c1cnn(-c2ccc(C)cc2)c1-n1cccc1	0%
31	CSc1cccc(Nc2cc(C(=O)NC3CCCCC3)c3ccccc3n2)c1	?
32	CCN1CCN(c2ncnc3c2cnn3-c2ccc(C)c(C)c2)CC1	9.5µM*
33	CCC1CCCCN1C(=O)CCS(=O)(=O)c1cc2c(cc1C)NC(=O)CO2 (centres undefined)	-3%
34	CCOC(=O)c1c(-c2ccccc2)csc1NC(=O)c1cc(-c2cccc(Cl)c2)on1	-8%
35	CCOc1ccc(NC(=O)Cn2c(=O)n(-c3ccccc3)c(=O)c3ccc(C(=O)NCc4ccc5c(c4)OCO5)cc32)cc1	-3%
36	CCOc1ccccc1CNC(=O)c1ccc2c(c1)sc1nc(-c3ccccc3)cn12	5%

# Values in list order from the entries so far:
# Nos. 1 to 5 in FLuc modulator read 4%, 2%, 6%, 0%, -7%

# Four entries from above, with each value named:
33: CCC1CCCCN1C(=O)CCS(=O)(=O)c1cc2c(cc1C)NC(=O)CO2 (centres undefined)
- FLuc modulator = -3%

34: CCOC(=O)c1c(-c2ccccc2)csc1NC(=O)c1cc(-c2cccc(Cl)c2)on1
- FLuc modulator = -8%

35: CCOc1ccc(NC(=O)Cn2c(=O)n(-c3ccccc3)c(=O)c3ccc(C(=O)NCc4ccc5c(c4)OCO5)cc32)cc1
- FLuc modulator = -3%

36: CCOc1ccccc1CNC(=O)c1ccc2c(c1)sc1nc(-c3ccccc3)cn12
- FLuc modulator = 5%

# Additional structures
no.	structure	FLuc modulator
37	Cc1sc2c(c1C)c(=O)n(CCc1ccccc1)c(=O)n2Cc1ccc(C(C)(C)C)cc1	-1%
38	CCOc1ccc(NC(=O)Cn2c(=O)n(CCCC(=O)NCCc3ccc(Cl)cc3)c(=O)c3ccccc32)cc1	-3%
39	CCOc1ccc(NC(=O)CSc2oc(-c3ccc(C)cc3)nc2S(=O)(=O)c2ccc(C)cc2)cc1	2%
40	COc1cccc(CNC(=O)c2cc(-c3ccc(Cl)cc3)n[nH]2)c1	?
41	CC(=O)c1ccc(NC(=O)C(Cc2ccccc2)NS(=O)(=O)c2ccc3c(c2)CCC(=O)N3)cc1 (centres undefined)	-2%
42	COc1cccc(NC(=O)C(CCSC)NC(=O)C2CCC(C)CC2)c1 (centres undefined)	-1%
43	COc1cccc(NC(=O)Cn2c(=O)n(-c3ccc(C)cc3)c(=O)c3ccc(C(=O)NCc4ccco4)cc32)c1	0%
44	COc1ccccc1CCNC(=O)Cc1ccc(NC(=O)N2CCSc3ncccc32)cc1	-14%
45	O=C(NCCc1ccc(Cl)cc1)C(=O)NCC(c1ccco1)S(=O)(=O)c1cccs1 (centres undefined)	-6%
46	CCOC(=O)c1cccc(NC(=O)C2CCCN(c3nnc(C)c4c(C)n(-c5ccccc5)nc34)C2)c1 (centres undefined)	-3%
47	COCCCNC(=O)CCn1c(=O)c2ccccc2n(CC(=O)Nc2c(C)cc(C)cc2C)c1=O	1%
48	COc1ccc(S(=O)(=O)c2cn(C)c3ccc(C)cc3c2=O)cc1	-1%
49	CC(=O)Nc1ccc(-n2c(CCC(=O)O)ccc2-c2ccc(C)cc2)cc1	?
50	COc1cc(C(=O)Nc2nonc2-c2ccc(C)c(C)c2)cc(OC)c1OC	-1%
51	Cc1oc2ncn(CC(C)C)c(=O)c2c1C(=O)NCCCN1CCCCC1C (centres undefined)	-1%
52	CCOC(=O)c1cc(-c2ccc(C)cc2)n(CC(=O)Nc2cc(C)ccc2C)c1C	0%
53	CCn1nc(C)c(CCN(C)C(=O)Nc2cc(OC)c(OC)c(OC)c2)c1C	-1%
54	COC(=O)c1c(NC(=O)CCCOc2ccccc2)sc2c1CCC(C)C2 (centres undefined)	1%
55	COc1ccc(NC(=O)CCS(=O)(=O)c2cc3c4c(c2)CCN4C(=O)CC3)c(OC)c1	2%
56	CC(C)c1ccc(OCC(=O)NCC(c2ccc(Cl)cc2)N2CCOCC2)cc1 (centres undefined)	-15%
57	CCOc1ccc(C(=O)c2oc3ccccc3c2NC(=O)c2cc(-c3ccc(Cl)cc3)on2)cc1	-1%
58	COc1ccccc1NC(=O)C1=C(C)Nc2ncnn2C1c1sccc1C (centres undefined)	2%
59	CC(C)OCCCNC(=O)CCCn1c(=O)[nH]c2ccsc2c1=O	-4%
60	CCOC(=O)c1c(NC(=O)CCCOc2ccc(Cl)cc2)sc2c1CCC2	-1%
61	COc1ccc(CNC(=O)CCCCCn2c(=O)[nH]c3ccccc3c2=O)cc1	5%
62	Cc1cccc(NC(=O)CSC2=Nc3ccccc3C3=NC(CCC(=O)NCc4ccco4)C(=O)N23)c1 (centres undefined)	-6%
63	CCOCCCn1c(=N)c(C(=O)NCc2ccccc2)cc2c(=O)n3ccccc3nc21	3%
64	Cc1ccc(-c2c(CN3CCN(c4cccc(C(F)(F)F)c4)CC3)csc2C)cc1	1%
65	Cc1ccc(CN(Cc2ccco2)c2cnc(S(C)(=O)=O)nc2C(=O)Nc2ccc(Br)cc2)o1	-1%
66	Cc1ccccc1CNC(=O)c1ccc2c(c1)N(Cc1ccccc1)CCS2	-3%
67	CCOC(=O)c1cnc2c(C)cc(C)cc2c1Nc1ccc(OCc2ccccc2)cc1	3%
68	CCOC(=O)Cn1cnc2onc(-c3ccc(F)cc3)c2c1=O	-3%
69	CCn1nnc2cc(C(=O)Nc3cccc(Cl)c3C)ccc21	4%
70	Cc1ccc(Cl)cc1NC(=O)CC1Sc2ccccc2NC1=O (centres undefined)	-1%
71	COc1ccc(-c2cn3nc(N4CCC(C(=O)Nc5cccc(Cl)c5)CC4)sc3n2)cc1	-3%
72	CC1=C(c2ccc(F)cc2)S(=O)(=O)N=C1N1CCC(C(=O)NCCc2ccccc2)CC1	6%
73	CC(=O)c1cccc(NC(=O)C2CCN(c3nnc(-n4cccc4)s3)CC2)c1	-14%
74	CCOC(=O)c1ccccc1NC(=O)CN(c1cc(C(F)(F)F)ccc1Cl)S(C)(=O)=O	4%
75	COc1ccc2oc(=O)c(C(=O)NCCc3c(C)[nH]c4c(Cl)cccc34)cc2c1	6%
76	Nc1nc(N)c(S(=O)(=O)c2ccccc2)c(Nc2ccc(F)cc2)n1	-6%
77	COc1cc(CN(C(=O)c2oc3ccccc3c2C)C2CCS(=O)(=O)C2)cc(OC)c1OC (centres undefined)	-2%
78	CCOc1ccc(NC(=O)C(=O)NCCc2csc(-c3ccc(F)cc3)n2)cc1	0%
79	Cc1nc2cc(-c3ccc(Cl)cc3)nn2c(C)c1CCC(=O)N1CCN(c2ccccc2)CC1	-13%
80	Cc1cccc(OCCSc2nc3ccccc3n2CC(=O)N2CCCCC2)c1C	-7%
81	COc1ccc(C(=O)Nc2ccc(-c3cc(C(F)(F)F)nn3-c3ccccc3)cc2)cc1OC	-6%
82	COc1ccc(-c2ccc(NS(=O)(=O)c3ccc(NC(C)=O)cc3)cc2)nn1	-10%
83	Cc1cccc(-c2nc(CCNC(=O)c3ccc(Br)o3)cs2)c1	?
84	COc1ccc(NC(=O)c2cnn(-c3ccc(F)cc3F)c2C2CCN(C(=O)OC(C)(C)C)CC2)cc1Cl	0%

# Some of these compounds in order of count of non-hydrogen atoms, high to low:
no.	structure	FLuc modulator
13	COc1ccc(-c2cn3c(n2)sc2cc(C(=O)NC(C)C45CC6CC(CC(C6)C4)C5)ccc23)cc1 (centres undefined)	-3%
80	Cc1cccc(OCCSc2nc3ccccc3n2CC(=O)N2CCCCC2)c1C	-7%
15	CCCNC(=O)CSc1c2c(nc3ccc(Cl)cc13)CCCC2	5%

# Next section.
no.	structure	FLuc modulator
85	CCc1ccccc1NC(=O)c1sc(-n2nc(C)c(Cc3ccccc3)c2C)nc1C	-3%
86	O=C(NCc1cccc(F)c1)C1=Cc2cc(Br)ccc2OC1	-10%
87	Cc1cc(C)c(NC(=O)C(=O)NCCc2csc(-c3ccc(F)cc3)n2)c(C)c1	-9%
88	CCN(c1ccc(OC)cc1)S(=O)(=O)c1nnc(NC(=O)c2ccccc2C)s1	-18%
89	O=c1cc(-c2ccccc2)c2ccc3c(c2o1)CN(Cc1cccc(Cl)c1)CO3	-11%
90	O=C(NCCCN1CCN(c2ccccc2F)CC1)c1ccc2nc(Cc3ccccc3)oc2c1	2%
91	CCOC(=O)C1CCN(C(=O)c2ccc(NC(=O)c3nsc4ccccc34)cc2)CC1	15µM*
92	CC(C)CCNC(=O)Cn1cc(S(=O)(=O)Cc2ccc(F)cc2)c2ccccc21	-10%
93	CCOc1ccc(CCNC(=O)c2cn(-c3ccc(OC)cc3)c(=O)c3ccccc23)cc1OCC	?
94	CCCCN(CC)C(=O)c1cc2c(=O)n3cccc(C)c3nc2n1C	-2%
95	CC1CCN(S(=O)(=O)c2ccc3[nH]ccc3c2)CC1	-11%
96	CCOc1ccc(-n2c(=O)c3c(C)c(C)sc3n(CC(=O)C(C)(C)C)c2=O)cc1	5%
97	COc1ccc(OC)c(CNC(=O)Cc2ccc(NC(=O)N3CCSc4ncccc43)cc2)c1	-13%
98	CCOC(=O)c1sc(NC(=O)C2c3ccccc3Oc3ccccc32)c(C(=O)OCC)c1C	-4%
99	Cc1ccc(NC(=O)Nc2nnc(SCC(=O)N3CCC(C)CC3)s2)cc1	19µM*
100	Cc1cc(C)c(NC(=O)CSc2ccc(-c3sc(-c4ccccc4)nc3C)nn2)c(C)c1	-3%
101	COc1ccc(OCC(=O)NCC(c2ccc(Cl)cc2)N2CCCCC2)cc1 (centres undefined)	4%
102	Cc1ccc(NC(=O)Cn2c(=O)n(CCC(C)C)c(=O)c3cccnc32)cc1C	-2%
103	CCOc1ccccc1NC(=O)c1sc2nc3n(c(=O)c2c1C)CCCCC3	-6%
104	COc1cc(OC)cc(-n2c(=O)c3ccccc3n(CC(=O)NCCc3ccc(OC)c(OC)c3)c2=O)c1	1%
105	Cc1ccsc1CN(C(=O)c1oc2ccccc2c1C)C1CCS(=O)(=O)C1 (centres undefined)	0%
106	Cc1ccc(Cl)cc1NC(=O)Cn1c(=O)n(CCCS(=O)(=O)C2CCCCC2)c(=O)c2ccccc21	-13%
107	CCOC(=O)c1c(C)oc2nc(C)nc(NCCc3ccc(C)cc3)c12	-13%
108	CCn1cc(C(=O)N(C)c2cc(C)ccc2C)c2cc(OC)c(OC)cc2c1=O	2%
109	CC1CCN(C(=O)c2cnn(-c3ccc(Cl)cc3)c2C2CCN(C(=O)OC(C)(C)C)CC2)CC1	-6%
110	CCc1ccc(CN(Cc2ccco2)C(=O)c2cc(-c3ccc(Cl)cc3)on2)cc1	0%
